High-throughput results as filed in PubChem.
CHRM5 PAM: human M5 muscarinic receptor positive allosteric modulators, primary screen, CHO-K1 cells, Fluo-8 calcium fluorescence | Muscarinic acetylcholine receptor M5 (Homo sapiens), P08912 | CHO-K1 hM5, ACh EC20 PAM; 0% = ACh EC20, 100% = ACh EC100 | activation, % at 3 µM | 0.3% of 360,000 active | AID 624038, 2012;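 active = activation above the run cutoff, the mean activation of all test compounds plus 3 SD, cut at about 18% in these data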
Target sequence (P08912 whole entry, looked up): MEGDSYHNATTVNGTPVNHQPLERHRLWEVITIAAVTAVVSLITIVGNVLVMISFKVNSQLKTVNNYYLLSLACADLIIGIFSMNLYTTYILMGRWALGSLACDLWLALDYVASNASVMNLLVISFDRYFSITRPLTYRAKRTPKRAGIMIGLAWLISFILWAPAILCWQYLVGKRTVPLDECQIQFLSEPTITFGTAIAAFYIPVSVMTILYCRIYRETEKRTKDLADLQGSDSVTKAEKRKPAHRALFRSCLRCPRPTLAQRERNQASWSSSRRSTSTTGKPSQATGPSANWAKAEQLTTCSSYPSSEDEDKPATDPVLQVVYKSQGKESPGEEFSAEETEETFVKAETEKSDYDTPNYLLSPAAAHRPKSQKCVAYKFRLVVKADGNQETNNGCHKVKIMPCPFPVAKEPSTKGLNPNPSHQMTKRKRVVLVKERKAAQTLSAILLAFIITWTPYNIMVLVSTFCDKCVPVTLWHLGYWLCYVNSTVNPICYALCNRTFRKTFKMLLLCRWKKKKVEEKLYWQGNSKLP
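Replicates: One well per compound, no replicates | System: Human M5 receptor in CHO-K1 cells | Benchmarks: Low control EC20 acetylcholine (0%), high control EC100 acetylcholine (100%) | Probe or stimulus: Acetylcholine, EC20 level | Times: Fluo-8 loading 80 min at 37 °C plus 30 min room temperature | Signal: Intracellular calcium via Fluo-8 fluorescence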
M5 antag: human M5 muscarinic receptor antagonists, primary screen, CHO cells, Fluo-8 calcium fluorescence | CHO-hM5 cells, ACh EC80 | inhibition, % at 3 µM | 0.59% of 360,000 active | AID 624040, 2012;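 active = inhibition above a per-plate cutoff, the mean of that plate's test compounds plus 3 SD, cut at about 27% in these data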;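 also: 0% = acetylcholine EC80 with DMSO and 100% = DMSO without agonist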
M5 ag: human M5 muscarinic receptor agonists, primary screen, CHO-K1 cells, Fluo-8 calcium fluorescence | activation, % at 3 µM | 0.19% of 360,000 active | CHO-K1 hM5 cells; 0% DMSO wells, 100% maximal acetylcholine response | Muscarinic acetylcholine receptor M5 (Homo sapiens), P08912;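 active = activation above the run's mean over test compounds plus 3 SD, cut at about 23% in these data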;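 also: signal is peak over basal fluorescence ratio across the kinetic read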
CRFR2-BP antag: antagonists of CRF-BP/CRF-R2 complex, primary screen, cell-based, HEK293, calcium dye fluorescence, uHTS; CRF-induced calcium fluorescence; inhibition, % at 11.8 µM; 0.59% of 350,000 active;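 active = inhibition of the ligand-induced calcium signal above about 50% at the single tested concentration, limit read from the data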
M4 PAM: human M4 muscarinic receptor positive allosteric modulators, primary screen, CHO-K1 cells, Fluo-8 calcium fluorescence; Muscarinic acetylcholine receptor M4 (Homo sapiens), P08173; CHO-K1 hM4/Gqi5, ACh EC20; 0% = ACh EC20, 100% = maximal ACh; activation, % at 3 µM; 0.4% of 360,000 active; AID 624126, 2012;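 active = activation above its plate's cutoff, the mean activation of sample wells plus 3 SD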; also: some results filed as inactive read as strong as hits
M4 ag: human M4 muscarinic receptor agonists, primary screen, CHO-K1 cells, Fluo-8 calcium fluorescence; Muscarinic acetylcholine receptor M4 (Homo sapiens), P08173; CHO-K1 hM4/Gqi5; vehicle 0%, full acetylcholine response 100%; activation, % at 3 µM; 0.14% of 360,000 active; AID 624127, 2012;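 active = activation above the run mean over all test wells plus 3 SD, cut at about 32% in these data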;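 also: peak over basal fluorescence ratio per well then scaled between controls; 0% = DMSO wells and 100% = acetylcholine at EC100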
M4 antag: human M4 muscarinic receptor antagonists, primary screen, CHO cells, Fluo-8 calcium fluorescence; CHO-hM4 cells, ACh EC80; Muscarinic acetylcholine receptor M4 (Homo sapiens), P08173; 0.73% of 360,000 active; inhibition, % at 3 µM;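 active = inhibition above its plate's cutoff, the mean inhibition of sample wells plus 3 SD, cut at about 27% in these data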;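 also: 0% = acetylcholine EC80 with DMSO and 100% = DMSO without agonist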
M1 PAM: human M1 muscarinic receptor positive allosteric modulators, primary screen, CHO-K1 cells, Fluo-8 calcium fluorescence, 1536-well. CHO-K1 hM1, ACh EC20; 0% = ACh EC20, 100% = maximal ACh. Muscarinic acetylcholine receptor M1 (Homo sapiens), P11229. AID 588819, 2011. activation, % at 3 µM. 0.088% of 360,000 active; in the data active = activation above about 19%, passing the limit was not always enough
Target sequence (P11229 whole entry, looked up): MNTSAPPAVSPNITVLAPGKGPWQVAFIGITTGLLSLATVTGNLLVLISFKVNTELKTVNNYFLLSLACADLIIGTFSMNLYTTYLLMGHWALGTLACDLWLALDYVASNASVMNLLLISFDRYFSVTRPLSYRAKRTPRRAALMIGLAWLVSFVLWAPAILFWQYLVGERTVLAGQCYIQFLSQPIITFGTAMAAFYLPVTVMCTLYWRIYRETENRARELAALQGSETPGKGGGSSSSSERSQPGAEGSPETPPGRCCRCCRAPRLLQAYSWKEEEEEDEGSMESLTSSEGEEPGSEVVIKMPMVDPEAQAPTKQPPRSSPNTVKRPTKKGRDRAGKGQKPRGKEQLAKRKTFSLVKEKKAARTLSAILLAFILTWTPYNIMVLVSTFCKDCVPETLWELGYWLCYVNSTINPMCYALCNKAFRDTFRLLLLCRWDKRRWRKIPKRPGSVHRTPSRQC
CRFR2-BP ag: agonists of CRF-BP/CRF-R2 complex, primary screen, cell-based, HEK293, calcium dye fluorescence, uHTS; CRF-binding protein / CRF receptor 2 complex (human); calcium dye fluorescence (FLIPR); percent of saturating CRF peptide response; activation, % at 13.2 µM; 0.46% of 350,000 active; AID 588473, 2011;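 active = activation of at least 50%, plus an integration ratio under a set limit after plate pattern correction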;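 also: plate controls were neutral control wells without compound for no effect and CRF at EC100 for full effect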
The depositor's hits bear a star; x = not tested or not shown. Rows were taken by chance. Share with any hit: about 2.6%.

SMILES	CHRM5 PAM	M5 antag	M5 ag	CRFR2-BP antag	M4 PAM	M4 ag	M4 antag	M1 PAM	CRFR2-BP ag
CC(C)Cc1ccc(C(C)C(N)=NCCc2ccccc2)cc1 (stereo unspecified)	-2.3	6.2	-5.0	-25.8	-15.5	12.9	4.1	-4.9	-0.1
O=C(CCCN1C(=O)/C(=C/c2ccc(F)cc2)SC1=S)NCCCn1ccnc1	-5.3	2.2	-2.1	2.3	-6.1	7.9	1.5	-4.0	-0.7
O=C(c1cc2nc(C3CC3)cc(C(F)(F)F)n2n1)N1CCCC1	1.2	-0.2	-4.8	-2.4	-2.4	-0.6	-4.2	-1.3	-2.6
CC(C)c1ccc(NC2CCCN(C(=O)CSc3nncn3C)C2)cc1 (stereo unspecified)	-2.3	4.7	-2.3	6.1	2.2	1.5	5.9	15.8	1.0
C=C1C(=O)[C@@]23[C@H](O)C[C@@H]4C(C)(C)CC[C@H](O)[C@@]4(C)[C@@H]2CC[C@@H]1[C@H]3O	5.1	15.9	2.9	-22.6	13.8	3.4	-4.2	12.1	-3.9
COc1ccc(Cl)cc1NC(=O)c1[nH]nc(OC)c1[N+](=O)[O-]	-7.0	10.1	-2.7	31.5	2.5	0.8	-4.8	0.0	0.1
CC(NC(=O)c1cc(COc2ccc3ncccc3c2)on1)c1ccc(F)cc1 (stereo unspecified)	-31.3	35.6*	-0.7	-19.1	-32.6	21.7	21.0	-12.2	3.8
NC(=O)CNC(=O)[C@@H]1CC2(CC(c3ccccc3)=NO2)CN1C(=O)c1ccc(Br)cc1 (stereo partly specified)	1.1	6.3	3.6	-9.1	9.4	0.6	-3.8	9.1	1.0
CCCN(Cc1ccc(N(CC)CC)cc1)CC1CC1	-5.2	4.2	-6.9	1.7	-14.9	31.0	22.1	-32.3	-1.0
C[C@H](CO)N1C[C@H](C)[C@@H](CN(C)Cc2ccc(Oc3ccccc3)cc2)Oc2c(NC(=O)c3ccncc3)cccc2C1=O	-10.2	6.7	-4.1	12.3	-3.2	9.1	-11.7	-0.3	-0.3
COc1ccc(C(=O)CSc2nnc(Cc3ccccc3)o2)cc1	5.7	-7.7	2.8	-12.1	-10.6	3.0	3.0	3.1	1.5
CCCCCCSc1ccc([C@@H]2[C@H]3C(=O)N(CC)C(=O)[C@H]3[C@]3(C(=O)OC)CCCCN23)cc1OC	-4.4	13.8	0.6	-9.3	-1.7	3.1	6.9	5.5	5.1
Cn1c(CNC(=O)c2ccco2)nnc1SCC(=O)N1c2ccccc2Sc2ccccc21	-2.9	-8.3	-2.9	-3.1	7.8	0.8	2.2	1.1	1.9
COc1ccc(COc2ccc(S(=O)(=O)N3CCCC3)cc2C(N)=O)cc1F	1.5	1.9	-0.2	-46.8	-5.3	3.0	6.8	1.0	3.3
CN(C)CCNc1ncnc2c1ncn2[C@H]1CN(Cc2ccc(Cl)cc2)C[C@@H](CO)O1	0.3	-8.3	0.7	x	-2.3	1.3	0.1	5.5	x
O=S(=O)(N/N=C/c1ccc2c(c1)OCO2)c1ccc(Br)cc1	0.6	6.2	-4.2	4.1	-3.8	-0.3	0.0	8.1	-0.9
CN(C)C(=S)Nc1cccc(-c2n[nH]c(=S)o2)c1	2.0	1.4	-3.2	2.4	5.3	0.7	-3.5	0.8	-0.1
O=C1N/C(=N\N=C\c2ccc3ncccc3c2)SC1Cc1ccc(SC(F)F)cc1 (stereo unspecified)	5.8	3.5	-2.1	-12.4	1.1	-0.2	-8.1	-1.4	3.0
O=C1CCC(=O)N1CC(=O)N(c1ccccc1)c1ccccc1	-2.9	-11.7	0.8	5.8	7.7	0.5	-6.0	13.1	-1.3
N#C/C(=C\c1ccc[nH]1)C(=O)Nc1ccccc1[N+](=O)[O-]	-5.3	-0.3	-1.9	5.6	2.8	3.6	-1.1	4.6	0.6
CC1(C)CC(=O)C=C(c2cccc(Cl)c2O)C1	1.1	12.3	2.0	-1.7	6.9	1.4	-2.1	12.9	-4.0
Cc1c(NC(=O)CN2CCCc3ccccc32)c(=O)n(-c2ccccc2)n1C	2.3	-1.6	-2.2	-4.0	10.7	0.2	-8.7	3.9	3.1
Cc1cc(C)c2cc(C(=O)Nc3ccc(C)c(F)c3)[nH]c2c1	0.3	3.8	0.8	-6.9	-2.5	2.7	-3.8	3.6	-6.5
CNC(=O)NC(=O)CSc1nc(-c2cccs2)c(C#N)c(=O)[nH]1	0.9	-9.2	0.3	-4.1	9.0	1.0	-6.9	5.7	0.0
Cc1[nH]c2ccccc2c1C(=O)COC(=O)c1ccc2c(=O)n3c(nc2c1)CCC3	2.4	9.8	-1.3	-16.4	8.3	3.0	0.3	12.6	-1.1
CCN1CCCC1CNC(=O)c1ccc2c(c1)NC(=O)/C(=C\c1ccc(C)cc1)S2 (stereo unspecified)	-4.6	1.5	-10.3	-0.1	3.8	3.8	12.0	4.5	2.2
CN(CCOCCOc1ccc2ccccc2c1)Cc1ccccc1	-1.4	-1.4	-1.8	-1.8	2.8	7.0	1.1	3.0	0.3
CC1(C)OC(=O)C(=CNc2cccc(O)c2)C(=O)O1	-10.3	5.4	1.2	-10.6	-6.8	1.6	-4.9	0.5	0.0
CCOc1cc(C(=O)OC(C)C(=O)Nc2ccc(S(N)(=O)=O)cc2)ccc1OCC(=O)N1CCOCC1 (stereo unspecified)	0.0	-4.7	-0.3	11.5	-4.0	-0.3	-2.3	3.3	2.7
CC(=O)c1cc2c(=O)c3ccccc3oc2nc1C	5.2	-6.2	-0.9	4.8	6.8	0.9	-9.1	6.9	-1.2
Cc1cc(C(F)(F)F)nn2cnnc12	-0.8	5.6	-1.6	4.3	4.5	1.8	-10.9	4.0	1.0
CN(CC(=O)Nc1ccc(Cl)cc1)CC(=O)Nc1ccc(C(N)=O)cc1	1.4	7.8	0.5	6.7	-3.0	0.6	7.2	12.9	0.0
O=C(CSc1ccc2nnc(CCNC(=O)c3ccccc3)n2n1)Nc1ccccc1	-6.6	0.0	2.3	-6.5	4.7	0.6	6.1	9.0	3.4
c1ccc(-n2ncc3c(N4CCCC4)ncnc32)cc1	0.0	-1.1	1.7	-7.5	23.0	6.8	23.9	8.2	0.2
O=C(O)CCCCCNS(=O)(=O)c1ccc2c(c1)OCCO2	6.8	-1.7	-0.2	19.2	-1.6	0.7	0.6	3.2	-2.1
CCOC(=O)c1sc(NNC(=O)c2ccc(F)cc2)nc1C	25.4*	8.2	14.1	-9.8	13.2	3.3	-2.7	9.3	1.3
O=C(N/N=C/c1ccc2c(c1)OCO2)c1cc(-c2ccncc2)nc2ccccc12	-2.9	-3.5	1.3	-8.8	-1.7	6.1	0.9	4.6	0.4
N#C/C(=C(/O)CSc1ncn[nH]1)c1nc2ccccc2[nH]1	2.5	-16.0	0.1	-11.0	-0.2	1.5	-9.1	10.5	3.6
Cc1ccc(NC(=O)C(=O)NCC2CCCN2S(=O)(=O)c2cccs2)cc1 (stereo unspecified)	1.9	2.4	-0.9	6.0	-4.5	3.0	1.3	6.1	-0.2
CC(C)C(C(=O)NCC1CCCO1)N(CC1CCCO1)C(=O)CNS(=O)(=O)c1ccccc1 (stereo unspecified)	11.9	-11.3	-0.3	-18.2	-3.8	0.2	4.5	6.3	4.7
Cc1cc(NC(=O)COC(=O)C2CC(=O)N(c3ccccc3)C2)no1 (stereo unspecified)	-0.6	12.0	-0.8	34.8	-5.5	1.1	2.0	11.5	7.8
C=CC[C@]12C[C@@H](OC)C(=O)C=C1O[C@@H](c1ccc(OC)c(OC)c1)[C@H]2C	-7.7	11.4	3.6	5.4	-5.9	1.2	14.9	-1.3	-0.1
COc1ccc(OCC(=O)OC2CCCN(C)C2)cc1 (stereo unspecified)	1.9	1.6	-3.1	-1.7	7.3	0.3	-4.0	1.1	-0.2
CCCN(C(=O)C1CCCN(c2ncnc3c2nc2n3CCCCC2)C1)c1ccc(F)cc1 (stereo unspecified)	13.0	-13.5	-0.4	-2.6	4.5	1.4	2.0	-0.1	-0.3
COc1ccc(NC(=O)N2CCC(C(=O)c3ccc(F)cc3)CC2)cc1	1.5	-1.8	-0.3	0.7	-0.6	0.7	-2.6	1.6	0.2
Cc1cc(C)c(NC(=S)NC(=O)c2ccccc2)cc1C	-1.6	6.6	1.8	-47.8	12.8	0.0	-21.2	14.4	10.4
O=C(Cc1coc2ccc3ccccc3c12)Nc1nnc(C2CC2)s1	17.1	-6.2	2.5	-34.8	14.3	-0.2	1.3	10.2	10.7
CC[C@@H]1CC2=C(C(=O)OC(C)(C)O2)[C@H](c2ccc(Cl)cc2)O1	-0.8	8.0	-2.5	x	-2.4	-2.0	6.3	2.2	x
COc1cc(NC(=O)OCc2ccccc2)c2ncccc2c1	-5.4	7.0	3.0	-12.3	2.1	-0.6	-6.3	6.1	6.8
COCCN(C(=O)c1sc2ccccc2c1Cl)c1c(N)n(CC(C)C)c(=O)[nH]c1=O	10.2	2.0	2.7	-1.0	5.5	1.0	-6.8	14.2	0.6
COC(C/C=C\[C@@H](O)[C@@H](C)OCc1ccccc1)OC	7.5	8.0	-0.2	-3.0	7.3	2.2	-3.7	8.8	-2.7
Cn1ccc2c(N3CCCCCC3)cc3c(c21)C1CCC3C1 (stereo unspecified)	-6.9	12.4	-6.0	x	-9.3	0.7	1.4	-7.6	x
O=C(N/N=C/c1ccncc1)c1nc(-c2ccccc2)n2c1CCCCC2	-5.2	9.7	-3.7	6.0	-1.2	2.1	28.7*	-4.2	-0.5
CC(=O)OCc1c(C(F)(F)F)nn(C)c1Oc1cccc(C(F)(F)F)c1	3.5	-2.6	-0.8	-7.3	8.1	-1.0	5.6	11.1	1.3
CCCCC(=O)Nc1cccc(NC(=O)c2ccc(Br)o2)c1	-7.3	3.1	3.0	-13.2	0.0	5.5	1.7	-1.0	-1.2
